MsrA inh – inhibitors of bovine MsrA | inhibition, % at 15.5 µM | 360,000 compounds, 0.75% hits | purified bovine MsrA, absorbance read-out; in the data active = inhibition above about 4.5%;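 also: 0% = vehicle wells with enzyme and 100% = reference inhibitor wells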
NRP1-CendR mod – NRP-1/CendR interaction modulation | FAM-RPARPAR peptide binding to NRP-1, fluorescence polarization | AID 602438 | 360,000 compounds, 0.85% hits | O14786 | inhibition, % at 25 µM;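 active = inhibition or corrected inhibition above about 18%, plus a signal ratio from 0.5 to 1.5, limit read from the data, passing the limit was not always enough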; also: strong numbers were not always called active
Target sequence (O14786 whole entry, looked up): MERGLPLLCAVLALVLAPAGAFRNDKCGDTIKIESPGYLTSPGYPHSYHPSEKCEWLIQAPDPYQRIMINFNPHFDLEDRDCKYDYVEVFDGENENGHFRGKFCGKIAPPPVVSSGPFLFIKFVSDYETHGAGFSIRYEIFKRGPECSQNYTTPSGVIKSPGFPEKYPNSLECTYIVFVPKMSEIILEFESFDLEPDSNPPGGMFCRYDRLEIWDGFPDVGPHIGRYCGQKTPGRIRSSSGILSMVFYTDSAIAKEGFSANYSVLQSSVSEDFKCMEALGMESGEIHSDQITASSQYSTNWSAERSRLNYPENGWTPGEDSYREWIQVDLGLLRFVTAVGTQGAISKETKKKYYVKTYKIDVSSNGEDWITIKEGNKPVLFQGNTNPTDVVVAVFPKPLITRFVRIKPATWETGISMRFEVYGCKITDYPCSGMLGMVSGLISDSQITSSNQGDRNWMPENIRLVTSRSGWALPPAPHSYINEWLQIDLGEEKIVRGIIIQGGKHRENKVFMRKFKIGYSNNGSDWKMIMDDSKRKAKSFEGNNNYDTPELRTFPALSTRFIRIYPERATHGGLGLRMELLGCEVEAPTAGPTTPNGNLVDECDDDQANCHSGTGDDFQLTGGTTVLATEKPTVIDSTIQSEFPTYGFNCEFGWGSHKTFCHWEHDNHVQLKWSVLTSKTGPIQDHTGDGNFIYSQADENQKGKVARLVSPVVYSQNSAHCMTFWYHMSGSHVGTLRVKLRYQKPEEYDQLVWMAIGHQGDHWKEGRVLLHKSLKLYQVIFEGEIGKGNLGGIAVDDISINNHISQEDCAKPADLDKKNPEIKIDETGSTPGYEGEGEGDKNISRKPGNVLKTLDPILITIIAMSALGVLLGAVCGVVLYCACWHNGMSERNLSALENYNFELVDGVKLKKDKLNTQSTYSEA
MT1-MMP act inh – MT1-MMP (human) activation inhibition; P50281; HT1080 RFP-PRO-GFP cells, GFP/RFP ratio fluorescence, overnight; percent of plate control window, DMSO zero; GFP/RFP ratio change, % at 20 µM; 360,000 compounds, 0.061% hits;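 active = GFP/RFP ratio change of at least 30% with cell ATP level not reduced by more than half and red fluorescence within 50% of control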; also: strong numbers were not always called active
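Test system: HT1080 cells expressing an RFP-PRO-GFP fluorescent reporter construct / Compound dosing: single-point 20 µM compound, 1% DMSO / Schedule: cells overnight before dosing, compound overnight, 37 °C, 5% CO2 / Evaluation: GFP/RFP fluorescence ratio / Control set: DMSO and RFP-L50D-GFP cell wells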
FAS TE block – inhibitors of human fatty acid synthase thioesterase domain; recombinant FAS-TE, OMFH fluorogenic substrate, fluorescence endpoint; inhibition, % at 15 µM; 360,000 compounds, 0.67% hits; P49327; AID 602261;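 active = compounds whose normalised, plate-corrected inhibition of enzyme fluorescence in the single-dose primary screen is 50% or more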;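 also: 0% = DMSO with enzyme and 100% = substrate without enzyme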
TbMetRS inhib – Trypanosoma brucei MetRS inhibition; purified T. brucei MetRS, ATP depletion, Kinase-Glo luminescence; inhibition, % at 11.9 µM; 360,000 compounds, 0.4% hits; AID 624268;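 active = inhibition above a per-plate cutoff of the control wells' mean inhibition plus 3 SD, cut at about 5.5% in these data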;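 also: 0% = DMSO wells median and 100% = median of wells with control inhibitor compound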
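Dosing: 11.9 µM compound single dose, 0.9% DMSO; Assay system: purified T. brucei MetRS enzyme; Measured by: Kinase-Glo luciferase luminescence reporting remaining unconsumed ATP; Schedule: 15 min plus 2 h at 25 °C.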
SKN-1 inh – C. elegans SKN-1 inhibition; C. elegans VP596 Pgst-4::GFP/RFP ratio, acrylamide-induced, 24 h; inhibition, % at 21.8 µM; 360,000 compounds, 0.49% hits; AID 624304;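 active = interference check ratio from 0.5 to 1.5 plus GFP to RFP signal ratio inhibition reaching or exceeding a fixed threshold, cut at about 30% in these data, passing the limit was not always enough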; also: some compounds called inactive have numbers as strong as hits
E coli Lon inh – E. coli protease La inhibition; purified E. coli Lon protease, fluorescence polarization; inhibition, % at 7.94 µM; 360,000 compounds, 0.42% hits; in the data active = inhibition above about 13%, passing the limit was not always enough;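 also: 0% = enzyme with probe and DMSO and 100% = no enzyme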
MLLE-PAM2 inh – blocks PAM2 peptide binding to the PABP1 MLLE domain | P11940 | GST-MLLE / FITC-PAM2 fluorescence polarization | inhibition, % at 20 µM | 360,000 compounds, 0.36% hits; in the data active = inhibition above about 35%, passing the limit was not always enough;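 also: plate controls were DMSO wells with GST-MLLE for no effect and wells lacking GST-MLLE protein for full effect; some results filed as inactive read as strong as hits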
MsrA act – activators of bovine methionine sulfoxide reductase A; AID 602163; purified bovine MsrA, absorbance read-out; activation, % at 10.6 µM; 360,000 compounds, 0.3% hits; in the data active = activation above about 7.5%;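 also: 0% = vehicle and 100% = reference activator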
An asterisk follows results filed as active; / = not tested or not shown; & = joins results of further samples.

#1 O=C(CSc1nc2ccccc2c(=O)n1-c1ccc(F)cc1F)NC1CCS(=O)(=O)C1 (centres undefined)
#2 Cc1ccc(C)c(S(=O)(=O)N2C(=S)NC(=O)C2C(C)C)c1 (centres undefined)
#3 CCOc1ccccc1CNC(=O)CNC(=O)c1cccs1
#4 CC(=O)/C=C(/C)NC(Cc1c[nH]c2ccccc12)C(=O)O (centres undefined)
#5 COc1cccc(N2CCN(C(=O)c3cc(-c4ccc(F)cc4)[nH]c3C)CC2)c1
#6 Cc1ccc(-c2csc(NC(=O)c3ccccc3Cl)c2C(=O)O)cc1

compound no.	1	2	3	4	5	6
MsrA inh	0.1	-1.4	/	-0.7&0.9	1.8	0.9
NRP1-CendR mod	-5	2	10	-5&14	-5	-1
MT1-MMP act inh	1	2	-1	-1&-5	0	-1
FAS TE block	-6	-5	-3	-5&-6	13	-6
TbMetRS inhib	-0.1	-1.8	-0.2	0.5&-1.1	-0.8	-1.3
SKN-1 inh	-2	2	21	8&-20	-14	-7
E coli Lon inh	3	-2	6	-13&-4	8	-4
MLLE-PAM2 inh	-15	24	-3	3&4	3	19
MsrA act	-2	-11	-3	-2&-5	-2	-8

Whole records, looked up by structure. Screens in order: MsrA inh | NRP1-CendR mod | MT1-MMP act inh | FAS TE block | TbMetRS inhib | SKN-1 inh | E coli Lon inh | MLLE-PAM2 inh | MsrA act
Cc1ccc(C)c(S(=O)(=O)N2C(=S)NC(=O)C2C(C)C)c1 (centres undefined) is listed with -1.4 | 2 | 2 | -5 | -1.8 | 2 | -2 | 24 | -11
COc1cccc(N2CCN(C(=O)c3cc(-c4ccc(F)cc4)[nH]c3C)CC2)c1 is listed with 1.8 | -5 | 0 | 13 | -0.8 | -14 | 8 | 3 | -2
O=C(CSc1nc2ccccc2c(=O)n1-c1ccc(F)cc1F)NC1CCS(=O)(=O)C1 (centres undefined) is listed with 0.1 | -5 | 1 | -6 | -0.1 | -2 | 3 | -15 | -2
CC(=O)/C=C(/C)NC(Cc1c[nH]c2ccccc12)C(=O)O (centres undefined) is listed with -0.7&0.9 | -5&14 | -1&-5 | -5&-6 | 0.5&-1.1 | 8&-20 | -13&-4 | 3&4 | -2&-5

Further compounds follow.
#7 CNC(=O)c1cc(C)c(-c2ccccc2)s1
#8 O=C(Nc1ccc(C(=O)O)cc1)/C(=C\C=C\c1ccccc1)NC(=O)c1cccc(Br)c1
#9 Cc1cc(C(=O)NCCC2=CCCCC2)c(C)o1
#10 O=C(CSc1nnnn1-c1cccnc1)NCc1cccs1
#11 CCOc1ncccc1C(=O)N=C1SCCN1C(=O)c1cccnc1OCC
#12 CCN=C1S/C(=C\c2ccc(Sc3ccc(Cl)cc3)o2)C(=O)N1CC

compound no.	7	8	9	10	11	12
MsrA inh	1.8	5.2*	-0.7	1.1	-1.0	0.0
NRP1-CendR mod	1	-31	8	4	6	-11
MT1-MMP act inh	3	4	1	-8	-1	2
FAS TE block	-2	28	-6	-17	2	15
TbMetRS inhib	-0.6	12*	-1.7	-1.1	-1.0	-0.4
SKN-1 inh	-9	2	-20	0	-12	-4
E coli Lon inh	2	-7	-6	7	7	3
MLLE-PAM2 inh	-6	12	-8	27	35	11
MsrA act	-12	-4	-13	-13	-6	0

#13 O=c1[nH]c2ccccc2nc1CCc1ccccc1
#14 COc1ccccc1Oc1ccc(S(=O)(=O)N2CCCCC2)cc1NC(=O)CCNC(C)=O
#15 Cc1ccccc1OCCn1cc(/C=C(\C#N)C(=O)NCc2ccco2)c2ccccc21
#16 O=C(O)CCn1cc(-c2ccc(F)cc2)nc1-c1ccncc1
#17 Cc1ccccc1N1CCN(CC(=O)Nc2nc(C)c(C(=O)N(C)C)s2)CC1
#18 CNC(=O)C(=O)Nc1nc(C23CC4CC(CC(C4)C2)C3)cs1

compound no.	13	14	15	16	17	18
MsrA inh	-0.1	-0.3	1.1	0.5	-0.6	-0.5
NRP1-CendR mod	-9	7	-3	-5	-6	-7
MT1-MMP act inh	-4	1	-4	4	-1	8
FAS TE block	-3	-2	16	0	-6	-4
TbMetRS inhib	0.3	0.9	-0.6	0.1	-0.2	-1.1
SKN-1 inh	14	9	-1	24	8	0
E coli Lon inh	2	4	0	-5	-5	-5
MLLE-PAM2 inh	2	-64	1	-3	-1	2
MsrA act	-3	-1	-4	-2	-4	-7

#19 CCOC(=O)c1ccc(NS(=O)(=O)c2ccc3c(c2)CCCN3C(C)=O)cc1
#20 Cc1ccc(S(=O)(=O)NCCC(=O)NC2CCCC2)cc1
#21 C=C(C)C1CC=C(C)/C(=N\NC(=O)CNc2cccc3ccccc23)C1 (centres undefined)
#22 COc1ccc(CCNS(=O)(=O)c2ccc(OC)cc2)cc1
#23 CCn1cc(CCCC(=O)NCc2ccccc2OC)c2ccccc21
#24 COc1cccc(CN2CC(C(=O)N(C)C3CCOCC3)CCC2=O)c1 (centres undefined)

compound no.	19	20	21	22	23	24
MsrA inh	-0.7	-0.4	-0.8	0.5	0.5	0.2
NRP1-CendR mod	-5	-8	2	0	0	4
MT1-MMP act inh	-1	13	-3	3	-3	0
FAS TE block	-8	-7	17	-1	6	-6
TbMetRS inhib	-1.2	0.0	-0.5	0.7	-0.2	-0.1
SKN-1 inh	3	10	5	-8	-5	-1
E coli Lon inh	5	-2	-14	-2	0	2
MLLE-PAM2 inh	-3	-10	11	1	-9	4
MsrA act	-6	-2	-3	1	-1	1

#25 C/C(=N\NC(=O)c1ccccc1)c1cccc(Br)c1
#26 CCCCc1cc(=O)oc2c(CN3CCCC3)c(O)c(Cl)cc12
#27 COc1ccccc1-n1nnnc1SCc1cc2c(cc1Br)OCO2
#28 CCCCn1c(=O)c(-[n+]2ccccc2)c([O-])c2ccccc21
#29 CC12CCC(=O)N1C(C(=O)N1CCN(S(=O)(=O)c3ccc(Br)cc3Cl)CC1)CS2 (centres undefined)
#30 CCCNC(=O)C1(C)CCN(C(=O)c2ccc3snnc3c2)C1 (centres undefined)

compound no.	25	26	27	28	29	30
MsrA inh	0.4	2.5	-1.1	-0.2	0.2	-0.6
NRP1-CendR mod	8	2	-1	-1	12	-8
MT1-MMP act inh	0	-2	-4	4	0	-1
FAS TE block	2	-6	21	-8	1	-2
TbMetRS inhib	0.1	0.4	0.3	-0.7	-0.4	-0.4
SKN-1 inh	8	-3	16	-7	-16	2
E coli Lon inh	10	-3	-2	5	-2	-7
MLLE-PAM2 inh	-8	-10	-9	24	-2	-1
MsrA act	-2	-4	-7	-3	-5	-3

#31 CC(C)CNC(=O)C1(C)CCCN1Cc1ccccc1OC(F)F (centres undefined)
#32 CN(C)S(=O)(=O)c1ccc(Cl)c(NC(=O)CN2CCc3ccccc3C2)c1
#33 CC1(Oc2ccc3ccccc3c2)CCN(Cc2ccc(OC(F)(F)F)cc2)C1 (centres undefined)
#34 CCCCCOP(=O)(c1ccccc1)c1ccccc1
#35 CCOc1ccc2c(C)c(C(=O)O)oc2c1OCC
#36 CCOC(=O)N1CCN(C(=O)c2ccc(Cl)c(NC(=O)c3cccs3)c2)CC1

compound no.	31	32	33	34	35	36
MsrA inh	-1.1	1.4	-0.9	-0.1	-0.7	1.5
NRP1-CendR mod	6	-2	4	3	-25	3
MT1-MMP act inh	1	-4	4	-6	14	-3
FAS TE block	-9	13	18	-7	-4	-7
TbMetRS inhib	-0.2	-0.1	-0.4	0.3	-0.8	-0.2
SKN-1 inh	-2	14	-5	15	-15	-13
E coli Lon inh	-10	0	-2	3	6	-7
MLLE-PAM2 inh	4	4	-20	-1	-6	-6
MsrA act	0	1	-8	-4	-7	-1

#37 CCOC(=O)c1nc(C)nc(Sc2n[nH]c(-c3ccc(C(C)(C)C)cc3)n2)c1C
#38 COc1ccc(S(=O)(=O)N2c3cc(C)ccc3OCC2C(C)(C)C)cc1 (centres undefined)
#39 O=C1c2ccccc2C(=O)N1c1ncc(Cc2ccc(Cl)cc2)s1
#40 O=C(COc1ccccc1)N1CCc2ccccc21
#41 Cc1cc(C)nc(Nc2n[nH]c(COc3ccccc3)n2)n1
#42 O=C(c1ccc(COCC(F)(F)F)o1)N1CCCCCC1

compound no.	37	38	39	40	41	42
MsrA inh	-0.2	-0.6	1.5	2.4	1.9	0.8
NRP1-CendR mod	0	-28	-10	3	-5	2
MT1-MMP act inh	0	-3	4	0	4	3
FAS TE block	3	24	-2	-10	-6	-9
TbMetRS inhib	-0.5	-1.9	0.4	-1.3	-0.4	-0.2
SKN-1 inh	8	-21	-11	1	21	9
E coli Lon inh	7	-9	1	-5	-6	1
MLLE-PAM2 inh	-18	1	-1	3	-4	-3
MsrA act	-1	-1	-3	-7	-3	2

#43 O=C(Cc1ccccc1)N/N=C/c1ccccc1OCc1ccc(Cl)cc1
#44 Cn1c(CSCc2ccccc2)n[nH]c1=S
#45 COc1cccc(N2CCN(C(=O)C3CCN(S(=O)(=O)c4ccc5c(c4)CC(C)N5C(C)=O)CC3)CC2)c1 (centres undefined)
#46 S=C(Nc1ccc(Cl)cc1)c1sc(N2CCCCC2)nc1N1CCOCC1
#47 COc1ccc(CCNC(=O)c2cccc(NS(=O)(=O)c3ccccc3F)c2)cc1OC
#48 O=C(Nc1cc(Cl)c(O)c(Cl)c1)C1CCCO1 (centres undefined)

compound no.	43	44	45	46	47	48
MsrA inh	-0.1	-0.2	-0.1	0.1	-0.2	0.0
NRP1-CendR mod	-1	4	7	5	-5	-5
MT1-MMP act inh	3	-4	3	10	2	-1
FAS TE block	20	-12	8	18	-3	-12
TbMetRS inhib	-0.1	-0.5	0.2	0.2	-0.2	-0.5
SKN-1 inh	10	5	-3	-4	-7	-6
E coli Lon inh	2	1	-2	-2	6	-2
MLLE-PAM2 inh	-7	-8	15	28	-1	0
MsrA act	0	-2	-2	-2	0	-9

#49 COc1ccc(CN(C(=O)c2cc3ccccc3oc2=O)C2CCCC2)cc1
#50 CCOc1ccc(NC(=O)C(CC)NC(=O)c2ccccc2CO)cc1 (centres undefined)
#51 Cc1ccc2nc(-c3ccccc3)c(Cc3ccsc3)n2c1
#52 O=C(COc1coc(CN2CCN(c3ccc(F)cc3)CC2)cc1=O)NC1CCCC1
#53 CC(C)Cc1nnc(NS(=O)(=O)c2ccccc2)s1
#54 Cc1cc(NC(=O)CSc2nnc(C3COc4ccccc4O3)n2C)no1 (centres undefined)

compound no.	49	50	51	52	53	54
MsrA inh	0.2	0.2	1.3	0.3	0.4	-0.2
NRP1-CendR mod	-14	-3	-10	5	-7	7
MT1-MMP act inh	6	2	2	6	-4	1
FAS TE block	6	-6	9	-6	-9	-3
TbMetRS inhib	-0.4	-0.8	-1.5	0.3	-0.3	-0.7
SKN-1 inh	-6	-19	0	-5	8	-11
E coli Lon inh	1	-6	0	-1	-11	-1
MLLE-PAM2 inh	12	7	/	10	16	-8
MsrA act	-3	-6	-14	-3	-2	1
